Screens (PubChem)
GSK3B inh = blocks human GSK3beta kinase activity. P49841. GST-GSK3beta kinase, ADP-Glo luminescence, 60 min; stronger effect = lower value. activity score (negative = inhibition), % at 10 µM. 300,000 tested, 0.038% active;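 active means more than half of replicate wells score below -50%, meaning over 50% inhibition versus plate controls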;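 further: 0% = median DMSO wells and -100% = median GW8510 positive control wells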
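Test system – GST-tagged human GSK3beta kinase, cell-free · Incubation – 60 min enzyme reaction, room temperature · Signal – ADP-Glo luminescence · Also added – peptide substrate and ATP at 25 µM · Controls – DMSO neutral wells and GW8510 at 20 µM as positive · Buffer or medium – Tris/MgCl2 kinase buffer · Measure – Luminescence-derived activity versus plate DMSO and GW8510 wells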
KCNK3 inh = human KCNK3 channel inhibition, primary screen; CHO-KCNK3 thallium flux, FluxOR fluorescence; stronger effect = lower value; B-score at 10 µM; 340,000 tested, 0.84% active; AID 602410;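 active means B-score under library mean minus 4 SD, starting fluorescence ratio at most library mean plus 5 SD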;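 further: more negative B-score means stronger inhibition of thallium flux through KCNK3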
Target sequence (O14649 whole entry, looked up): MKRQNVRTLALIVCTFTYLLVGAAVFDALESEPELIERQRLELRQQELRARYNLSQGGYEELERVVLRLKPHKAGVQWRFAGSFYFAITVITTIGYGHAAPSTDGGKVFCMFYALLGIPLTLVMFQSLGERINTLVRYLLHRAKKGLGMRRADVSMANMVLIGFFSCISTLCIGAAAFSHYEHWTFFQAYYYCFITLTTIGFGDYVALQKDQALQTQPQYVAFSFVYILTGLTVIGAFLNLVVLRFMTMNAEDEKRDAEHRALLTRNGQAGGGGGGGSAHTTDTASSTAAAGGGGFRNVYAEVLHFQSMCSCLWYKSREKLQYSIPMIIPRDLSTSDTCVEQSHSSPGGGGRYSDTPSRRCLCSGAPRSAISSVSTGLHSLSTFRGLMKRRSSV
KCNQ1 inh = human KCNQ1 channel inhibition; CHO-K1 KCNQ1, FluxOR thallium flux fluorescence; stronger effect = higher value; B-score at 10 µM; 310,000 tested, 1.3% active; P51787; AID 2642;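 active means compounds whose thallium flux B-score, printed positive for inhibition, exceeds three library SD while starting fluorescence stays within three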;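 further: channel opened by potassium depolarization with thallium stimulus after 20 min compound exposure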
RGS4 pot = RGS4 potentiation or activation; AID 463111; B-score at 10 µM; 310,000 tested, 0.92% active; HEK293 M3R/inducible RGS4, carbachol calcium flux Fluo4; stronger effect = lower value;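 active means B-score of the integrated calcium signal more than 4 SD below the library mean, with starting fluorescence not abnormally high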;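 further: negative B-score means reduced calcium response which marks RGS4 activation or potentiation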
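System – HEK293 FlpIn-TREx cells, stable M3R, doxycycline-inducible RGS4 · Reagent – ECmax carbachol challenge · Times – compound preincubation 20 min at room temperature before agonist · Technique – Fluo4 fluorescence kinetic imaging of calcium · Measure – B score of integrated Fluo4 ratio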
KCNQ1 pot = potentiates or activates the human KCNQ1 potassium channel | 310,000 tested, 0.35% active | AID 2648 | P51787 | B-score at 10 µM | CHO-K1 KCNQ1, thallium flux FluxOR fluorescence; stronger effect = higher value;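 active means fluorescence ratio B-score, a plate-corrected score, at least three library SD, with initial intensity B-score within 5 SD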
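Assay system: CHO-K1 cells stably expressing KCNQ1. Medium: assay buffer for compound exposure, DMSO matched across wells. Timing: 37 °C overnight plating, 90-min dark dye load, 20-min compound pretreatment. Signal: kinetic FluxOR fluorescence, 10 s baseline plus 110 s post-stimulus.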
PolyA inh = yeast polyadenylation inhibition. S. cerevisiae SKY197-pL101 polyadenylation reporter, beta-gal luminescence; efflux-impaired pdr1/pdr3 knockout yeast; score 100 = 6 SD above DMSO. calls only at 12 µM. 300,000 tested, 0.02% active;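 active means lowest replicate activity score at least 50, where 100 means six control SD above control mean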;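 further: yeast exposed to compound for 9 h at 30 °C; higher score means more reporter readthrough which indicates perturbed polyadenylation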
hERG protect = shields human hERG channel from block by proarrhythmic agents; CHO-hERG, FluxOR thallium flux, dofetilide IC70 present; activation (rescue from dofetilide block), less the hit threshold, % at 10 µM; 310,000 tested, 0.51% active; Q12809;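 active means activation above the mean of controls blocked by dofetilide plus 5 SD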;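 further: thallium influx through hERG after potassium depolarization seen as dye fluorescence rise; in these data hits start at about 4.7%; inactives centre near -7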
DYRK1A inh = Dyrk1A (rat) kinase inhibition; AID 504441; ADP-Glo luminescence, NFATc1 peptide; Q63470; inhibition, % at 12.5 µM; 310,000 tested, 0.43% active; in the data active means inhibition above about 50%;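 further: plate controls were vehicle with enzyme for no effect and no enzyme for full effect; many of its hits are not listed in these tables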
GSK3A inh = blocks human GSK-3 alpha kinase. P49840. ADP-Glo luminescence, 60 min. inhibition, % at 10 µM. 320,000 tested, 0.1% active;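 in the data active means inhibition above about 50%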;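 further: GST-tagged GSK-3 alpha with peptide substrate and 25 µM ATP; 0% = DMSO neutral wells and 100% = GW8510 positive control wells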
Target sequence (P49840 whole entry, looked up): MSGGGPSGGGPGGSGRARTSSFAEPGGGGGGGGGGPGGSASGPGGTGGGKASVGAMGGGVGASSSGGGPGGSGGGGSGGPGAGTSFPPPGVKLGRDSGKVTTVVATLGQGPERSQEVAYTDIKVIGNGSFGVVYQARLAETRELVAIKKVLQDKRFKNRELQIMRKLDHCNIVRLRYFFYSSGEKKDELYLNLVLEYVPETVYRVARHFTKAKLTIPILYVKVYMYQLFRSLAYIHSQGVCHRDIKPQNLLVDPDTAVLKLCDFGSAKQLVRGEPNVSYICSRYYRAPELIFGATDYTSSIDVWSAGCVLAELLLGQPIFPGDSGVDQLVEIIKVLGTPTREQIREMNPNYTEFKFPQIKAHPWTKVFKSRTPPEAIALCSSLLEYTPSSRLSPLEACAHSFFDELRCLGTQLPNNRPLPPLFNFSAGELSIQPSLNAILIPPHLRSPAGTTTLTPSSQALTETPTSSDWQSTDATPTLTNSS
KCNK9 block = blocks the human KCNK9 two-pore domain potassium channel; Q9NPC2; HEK293 KCNK9, FluxOR thallium flux fluorescence; stronger effect = lower value; B-score at 10 µM; 310,000 tested, 1.2% active;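 active means ratio B-score over 3 SD below the library mean, with starting fluorescence within 5 SD of its mean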;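 further: negative B-score means less thallium flux so channel inhibition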
RGS4 inh = human RGS4 inhibition. 310,000 tested, 0.45% active. B-score at 10 µM. HEK293 M3R/RGS4 inducible, Fluo-4 calcium flux; stronger effect = higher value; triggered by carbachol at its EC20. P49798;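 active means B-score, a plate-corrected calcium signal, over three deviations above library mean, with baseline fluorescence within five deviations of library mean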;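 further: RGS4 expression induced by doxycycline in cells with stable M3 receptor; B-score is computed from the integrated fluorescence ratio over baseline after carbachol; higher B-score means a larger calcium signal and so more RGS4 inhibition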
Target sequence (P49798 whole entry, looked up): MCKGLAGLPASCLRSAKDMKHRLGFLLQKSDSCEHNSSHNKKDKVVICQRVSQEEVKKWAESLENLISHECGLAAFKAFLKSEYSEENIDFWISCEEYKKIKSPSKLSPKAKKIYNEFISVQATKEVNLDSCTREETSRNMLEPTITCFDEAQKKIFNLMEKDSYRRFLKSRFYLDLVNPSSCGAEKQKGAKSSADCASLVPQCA
Starred values were filed as active, the others as inactive; i = inactive; . = no result given; & = joins results of further samples. These rows are one share of the data. The share of hits here may be higher or lower than overall.

SMILES	GSK3B inh	KCNK3 inh	KCNQ1 inh	RGS4 pot	KCNQ1 pot	PolyA inh	hERG protect	DYRK1A inh	GSK3A inh	KCNK9 block	RGS4 inh
Cc1cccc(NC(=O)CN2C(=O)N/C(=C/c3cc(C)n(-c4cccnc4)c3C)C2=O)c1	2	i	i	i	i	i	-16	-2	-3	i	i
Cc1cc2c(s1)CCCCC(=O)N2	-6	i	i	i	i	i	-2	-7	.	i	i
CN(Cc1ccc(OC(F)F)cc1)C(=O)c1ccc2c(=O)n3c(nc2c1)CCC3	1	i	i	i	i	i	-8	-4	-1	i	i
CCn1nc(NS(=O)(=O)c2ccccc2)c2cc3cc(C)ccc3nc21	0	i	i	i	i	i	-10	-5	-3	i	i
COCC(=O)N(Cc1cc2ccccc2[nH]c1=O)c1ccc(OC)cc1	-1	i	i	i	i	i	-9	7	-3	i	i
COc1ccc(CNC(=O)C2CCCN(S(=O)(=O)c3c(C)noc3/C=C/N(C)C)C2)cc1 (stereo not drawn)	6	i	i	i	i	i	-5	-2	-2	i	i
O=C(c1cccc(S(=O)(=O)N2CCc3ccccc3C2)c1)N1CCN(c2ccc(O)cc2)CC1	-2	i	i	i	i	i	-4	-2	2	i	i
Cn1c(NNC(=O)c2cccc3ccccc23)cc(=O)n(C)c1=O	0	i	i	i	i	i	-11	-5	-1	i	i
COC(=O)c1c(N2C(=O)CC(Sc3ccccc3C(=O)O)C2=O)sc(C)c1C (stereo not drawn)	0	i	i	i	i	i	-13	-3	-2	i	i
Cc1ccccc1NC(=O)CSc1nc2ccccc2c(=O)n1CC1CCCO1 (stereo not drawn)	4	i	i	i	i	i	-8	-3	.	i	i
O=C(NC1(C(F)(F)F)NC(=O)N(Cc2cccnc2)C1=O)c1ccccc1Cl (stereo not drawn)	-1	i	i	i	i	.	-12	-2	0	i	i
COc1ccc(N(CC(=O)N2CCCC2)S(=O)(=O)c2ccc(NC(C)=O)cc2)cc1	-2	i	i	i	i	i	-3	9	0	i	i
CN(c1ccccc1)S(=O)(=O)c1ccc(Cl)c(C(=O)NC2=NCCS2)c1	-1	i	i	i	i	i	-6	3	1	i	i
O=C(NCc1cccs1)C1CCN(c2ccc(S(=O)(=O)N3CCOCC3)cc2Cl)CC1	0	i	i	i	i	i	-12	2	1	i	i
Cn1c(=O)c2c(nc(CN3CCc4ccccc4C3)n2Cc2ccc(Cl)cc2)n(C)c1=O	-2	i	i	i	i	i	0	-10	-1	i	i
COc1ccc(OC)c(C2C=C(c3ccc(C)c(C)c3)Nc3nnnn32)c1 (stereo not drawn)	4	i	i	i	i	i	-3	-1	.	i	i
CCN1CCN(C(=O)c2ccc3c(=O)n(C4CCCC4)c(=S)[nH]c3c2)CC1	-5	i	i	i	i	i	-11	1	0	i	i
NC(=O)CC(NC(=O)Cc1cccc2ccccc12)c1ccc(NCc2ccccc2)c([N+](=O)[O-])c1 (stereo not drawn)	-2	i	i	i	i	i	-1	-11	1	i	i
CCc1cccc(CC)c1-n1c(SCn2nnc3ccccc3c2=O)nnc1-c1cccnc1	0	i	i	i	i	i	-12	4	-2	i	i
O=C(CSc1nccn1-c1cccc(Cl)c1)NC1CCCC1	-1	i	i	i	i	i	-6	4	0	i	i
COc1ccccc1CN1CCNC(=O)C1CC(=O)N(C)Cc1ccon1 (stereo not drawn)	2	i	i	i	i	i	-6	-5	0	i	i
Cc1ccc(C)c(N(C(=O)c2ccco2)C(C(=O)NC2CCCC2)c2ccco2)c1 (stereo not drawn)	1	i	i	i	i	i	-8	-2	-2	i	i
COc1ccc(/C=N/NC2=NS(=O)(=O)c3ccccc32)cc1OC(C)=O	2	i	i	i	i	i	-2	-3	-2	i	i
Cc1ccc(S(=O)(=O)N2CCOCC2)cc1C(=O)N1CCC(Cc2ccccc2)CC1	1	i	i	i	i	i	-5	-6	-3	i	i
Cc1ccc(C)c(S(=O)(=O)N/N=C/c2ccc(F)cc2)c1	3	i	i	i	i	i	-6	-2	-3	i	i
COCc1c(C(=O)N/N=C/c2c[nH]c3ccccc23)nnn1-c1nonc1N	-2	i	i	i	i	i	-5	-1	5	i	i
COc1ccc(-c2noc(CNS(=O)(=O)c3ccccc3)n2)cc1	0	i	i	i	i	i	-13	-2	2	i	i
Cc1ccc2ccc(S(=O)(=O)NCc3ccco3)cc2c1	-2	i	i	i	i	i	-7	-2	-3	i	i
COc1cccc(CN2CC(C(=O)NCCCn3ccnc3C)CCC2=O)c1 (stereo not drawn)	-3	i	i	i	i	i	-3	-8	-2	i	i
CN(C)S(=O)(=O)c1ccc(N2CCCC2)c(C(=O)NNC(=O)COc2ccccc2Cl)c1	0	i	i	i	i	i	-7	-3	-1	i	i
CSCCC(NC(=O)c1ccccc1)C(=O)Nc1ccc(NC(C)=O)cc1 (stereo not drawn)	1	.	i	i	i	i	-8	.	-4	i	i
Fc1ccc(-c2nnc3ccc(N4CCCC4)nn23)cc1	-9	i	i	i	i	i	-4	18	12	i	i
COc1ccc(Cl)cc1C(=O)Nc1ccc(NC(=O)c2ccco2)cc1	-2	i	i	i	i	i	-6	1	-2	i	i
CCc1ccc(NC(=O)Cn2nnc(C(=O)NCc3ccc4c(c3)OCO4)c2N)cc1	3	i	i	i	i	i	-8	3	-2	i	i
O=C(NCc1ccccn1)c1ccc(=O)oc1	1	i	i	i	i	i	-10	0	-5	i	i
FC(F)(F)c1cccc(NC(=S)Nc2ccc(Cl)c(Cl)c2)c1	2	i	7*	i	i	i	-26	.	-1	i	i
COc1ccc(OCC(=O)N/N=C2\CCCCc3ccccc32)cc1	2	i	i	i	i	i	-16	26	0	i	i
Cc1[nH]nc(N=CC2=C(O)CC(c3ccco3)CC2=O)c1-c1ccccc1 (stereo not drawn)	-4	i	i	i	i	i	-13	5&3	-1	i	i
O=C(c1ccccc1Cl)N(Cc1ccc(Br)cc1)N1C(=O)CCC1=O	1	i	i	i	i	i	-13	-3	-1	i	i
Cc1cc(Sc2nnc(/N=C/N(C)C)s2)c2ccccc2n1	-2	i	i	i	i	i	-14	17	-1	i	i
Cc1cc2occ(CC(=O)Nc3nccs3)c2cc1C(C)C	4	i	i	i	i	i	-7	-1	0	i	i
COC(=O)c1ccc(C23CC4(C2)[C@H](CN(C)[C@@H]4c2ccccc2)C3c2ccccc2)cc1 (stereo partly drawn)	-2	i	i	i	i	i	-7	3	4	-6.6*	i
Cc1cc2ncc(Cl)nc2cc1C	0	i	i	i	i	i	-7	-5	-1	i	i
O=C(NCC1CCCO1)c1nn2c(C(F)(F)F)cc(-c3ccco3)nc2c1Cl (stereo not drawn)	1	i	i	i	i	i	-14	-8	-3	i	i
O=C(CSc1nnc(CNC(=O)c2cccs2)o1)Nc1ccccc1F	.	i	i	i	i	i	-7	2	-1	i	i
N/C(=N\OC(=O)c1ccc(Cl)cc1)c1[nH]ncc1Br	0	i	i	i	i	i	-9	7	10	i	i
CC(Sc1n[nH]c(N)n1)C(=O)NC1CCCCC1C (stereo not drawn)	2	i	i	i	8*	i	-8	.	2	i	i
O=C(NCCN1C(=O)S/C(=C\c2ccccc2F)C1=O)C1CCCN1C(=O)c1cccs1 (stereo not drawn)	1	i	i	i	i	i	-6	1	-2	i	i
COc1cccc(NC(=O)c2ncc(Cl)c(Cl)c2Cl)c1	5	i	i	i	i	i	-5	.	0	i	i
CN(C)CCCN(C(=O)c1ccc(S(=O)(=O)N2CCCCC2)cc1)c1nc2cc3c(cc2s1)OCO3	0	i	i	i	i	i	-15	0	-2	i	i
COc1ccc(-c2ccc(C(C)=O)cc2)cc1[C@H]1[C@H]2C=CC[C@@H](C)[C@@H]2C(=O)N1Cc1ccccc1	0	i	i	i	i	i	-16	-7	1	i	i
COc1[nH]c2ccc(F)cc2c1C(=O)OCC1CCN(CCNS(C)(=O)=O)CC1	0	i	i	i	i	i	-5	1	0	i	i
CC1(C)N=C(N)N=C(N)N1c1ccc(OCCCOc2ccccc2)c(Cl)c1	-8	i	i	i	i	i	-17	-8	10	i	i
CCCCCNC(=O)c1ccc2c(=O)n(CCCN3CCCC3=O)c(=S)[nH]c2c1	0	i	i	i	i	i	-10	1	-4	i	i
COc1ccc(/C=C(\C#N)C(=O)Nc2cc(C)c(Cl)cc2OC)cc1O	0	i	i	i	i	i	-15	-3	0	i	i
CCOC(=O)CSCc1cn2cc(Cl)ccc2n1	-1	i	i	i	i	i	-9	1	-1	i	i
CCOC(=O)/C(C#N)=C/C=C1/C=CC=CN1C	-2	i	i	i	i	i	-7	2	1	i	i
COc1ccccc1NC(=O)/C(C#N)=C/c1ccc(OCCN2CCOCC2)c(OC)c1	5	i	i	i	i	i	-19	1	-1	i	i
COc1ccc(Cn2c(C(C)C)nc3sc4ccccc4c(=O)c3c2=O)cc1	-1	i	i	i	i	i	-6	3	-5	i	i
CCOC(=O)C1C(=O)CC(=O)CC1CC(C)SCC (stereo not drawn)	8	i	i	i	i	i	-4	-3	1	i	i

Individual results from the list.
For GSK3A inh, O=C(NCCN1C(=O)S/C(=C\c2ccccc2F)C1=O)C1CCCN1C(=O)c1cccs1 (stereo not drawn) is entered as -2
For KCNQ1 pot, CC(Sc1n[nH]c(N)n1)C(=O)NC1CCCCC1C (stereo not drawn) is entered as 8*

(further entries)
SMILES	GSK3B inh	KCNK3 inh	KCNQ1 inh	RGS4 pot	KCNQ1 pot	PolyA inh	hERG protect	DYRK1A inh	GSK3A inh	KCNK9 block	RGS4 inh
CC1(C)CC2CC(C)(CN2S(=O)(=O)c2ccc(C(=O)Nc3ccc(S(=O)(=O)N4CCOCC4)cc3)cc2)C1 (stereo not drawn)	-4	i	i	i	i	i	-6	-4	0	i	i
Nc1ccc(-c2nc3ccccc3s2)cn1	-1	i	i	i	i	i	-12	24	0	i	i
Cc1ccc(SCc2cc(=O)c3c(=O)n(-c4ccccc4)[nH]c3[nH]2)cc1	5	i	i	i	i	i	-4	1	-5	i	i
Cc1ccc(C)c(NC(=O)CN(C)C(=O)C2CCN(C(=O)Nc3ccccc3)CC2)c1	1	i	i	i	i	i	-11	7	-3	i	i
